Screening data from PubChem.
NCI-60 one-dose screen, 48 h, at 10 µM unless noted. Numbers give growth in % (100 = growth as untreated, 0 = no growth, -100 = all killed).
NCI/ADR-RES – NCI/ADR-RES ovarian cells; 81,000 tested, 4.4% active
CAKI-1 – CAKI-1 renal cancer; 75,000 tested, 4.7% active
ACHN – ACHN renal cancer; 81,000 tested, 4.9% active
786-0 – 786-0 renal cancer cells. 81,000 tested, 5.1% active. AID 1794775
IGROV1 – IGROV1 ovarian cancer | AID 1794786 | 79,000 tested, 4.7% active
SN12C – SN12C renal cancer cells; 81,000 tested, 3.8% active
TK-10 – TK-10 renal cancer cells; 81,000 tested, 3.9% active; AID 1794769
UO-31 – UO-31 renal cancer; 81,000 tested, 5.2% active
* hit, by the source's call; / = no result given; & = joins results of further samples; [ ] = dose if it differs, or a comment. Rule for the calls: active = growth percent below 10; inactive = the rest.

SMILES	NCI/ADR-RES	CAKI-1	ACHN	786-0	IGROV1	SN12C	TK-10	UO-31
O=C(O)CCCCCN1C(=O)/C(=C/c2ccc(O)c(O)c2)SC1=S	104	102	109	105	106	98	/	90
C#COc1cccc(Nc2c(C#N)cnc3ncc(NC(=O)CCl)cc23)c1	76[6.25 µM]	36[6.25 µM]	32[6.25 µM]	-23*[6.25 µM]	14[6.25 µM]	17[6.25 µM]	27[6.25 µM]	41[6.25 µM]
CCOC(=O)c1cnc2ccc(C)cc2c1Nc1cccc(S(N)(=O)=O)c1	106	91	99	82	98	100	106	93
COc1ccc(/C=C(/NC(=O)c2ccccc2)C(=O)Nc2ccc(S(N)(=O)=O)cc2)c(OC)c1	92	84	91	99	81	99	112	65
CC1(C)CC[C@]2(CO)CC[C@]3(C)[C@H](CC[C@@H]4[C@@]5(C)CCCNC(C)(C)[C@@H]5CC[C@]43C)[C@H]2[C@H]1O	93	95	101	97	82	86	86	73
CSCCC(NC(=O)C(Cc1ccc(O)cc1)NC(=O)CCCc1cccs1)C(=O)NCC(=O)O (configuration not stated)	97	98	106	108	108	100	102	95
Cc1ccc(/C=C/C2=NN(c3ccc(Cl)cc3)C(c3ccc(C)o3)C2)o1 (configuration not stated)	103	/	104	90	105	111	100	88
CN1CCN(C(=O)CSc2nnc(-c3cccnc3SCc3ccccc3)o2)CC1	89	93	81	109	75	64	115	31
COc1ccc(OC)c(Nc2nnc(-c3cc(OC)c(OC)c(OC)c3)o2)c1	94	100	105	95	99	89	103	90
O=S(=O)(Nc1cnnc(Cl)c1)c1ccc(Nc2nc(=S)[nH][nH]2)cc1	105	98	100	100	101	99	103	85
CCOC(=O)n1c(-c2c(N)n[nH]c2N)nc2ccccc21	97	84	84	103	58	94	115	75
Cn1c([N+](=O)[O-])cnc1COC(N)=O	103	92	/	105	111	103	109	88
OCn1c2ccccc2c2ccccc21	91	80	92	120	/	96	116	78
Cc1nc2cccc(NCc3ccc(C(=O)NO)cc3)c2c(=O)n1-c1ccccc1	19	28	30	55	20	63	16	17
COc1ccccc1NC(=O)CCl	107	101	110	103	111	109	109	89
Cc1cc(N2CCOCC2)nc(N(CCNc2ccnc3cc(Cl)ccc23)Cc2cccs2)n1	34	/	1.9*	-35*	35	42	19	-8.7*
O=C(O)CN1C(=O)/C(=C/C(Cl)=C/c2ccccc2)SC1=S	94	96	94	102	98	99	116	82
COc1ccc(-c2nn(-c3cccc(Cl)c3)cc2-c2cc(-c3ccccc3)no2)cc1	81	50	85	90	74	84	100	59
C=CCN1C(=O)/C(=C/C(=O)OCC)S/C1=N\Nc1cc(=O)[nH]c2ccc(C)cc12	103	98	106	100	106	100	109	90
Cn1c(=O)c2c(nc(Cc3ccccc3)n2CCO)n(C)c1=O	113	90	100	116	111	/	95	104
Fc1ccc(C2=NCc3nccn3C(=C(Cl)Cl)N2)cc1	103	95	96	100	98	94	123	92
COc1cc(N)c2ncccc2c1	96	106	100	98	103	121	128	75
CCCCCCCC(C)(O)CC (configuration not stated)	99	97	90	97	107	105	91	85
COc1ccc(Nc2nc(-c3cccnc3)nc3sc4c(c23)CCCCCC4)cc1	79	65	69	89	107	89	115	69
CCOc1cc(/C=C2\SC(=S)NC2=O)ccc1O	87	92	87	84	97	/	90	77
O=C1C=CC(=O)N1c1ccc(-c2nc3ccccc3o2)cc1	116	94	103	108	94	100	124	85
Cc1ccc2oc(=O)cc(COc3ccc(OCc4ccccc4)cc3)c2c1	100	100	98	98	103	96	93	86
O=C(/C(=C/c1cccc([N+](=O)[O-])c1)c1ccccc1)c1ccccc1	36	48	40	68	60	36	/	49
C=C(CN1CC=CCC1)[C@@H]1CC[C@]2(C(=O)O)CC[C@]3(C)[C@H](CC[C@@H]4[C@@]5(C)CC[C@H](O)C(C)(C)[C@@H]5CC[C@]43C)[C@@H]12	99	77	103	110	105	104	129	72
CC(=O)N1N=C(c2ccc(Br)cc2)CC1c1c(C)nn(-c2ccccc2)c1N1CCOCC1 (configuration not stated)	89	/	108	86	95	94	/	76
CCOc1ccc2ccccc2c1N	107	/	94	111	92	90	100	72
CC(=O)OC1CC2CCC1(C)C2(C)C (configuration not stated)	108	93	97	111	106	99	106	87
Cc1sc2nc(NC(C)c3nnnn3-c3ccc(Br)cc3)[nH]c(=O)c2c1C (configuration not stated)	89	65	80	99	58	87	98	50
CC(=O)CC(=O)Nc1ccc(Cl)cc1	99	101	107	98	114	104	105	95
COc1ccc(-c2nc(N/N=C/c3c[nH]c4ccccc34)nc(N3CCOCC3)c2C#N)cc1	96	98	76	46	81	92	104	64
Nc1nc(-c2ccccc2Cl)nn1-c1nc2ccccc2s1	101	96	105	98	103	91	/	92
CN(C)c1nc(N)nc(Nc2ccc(Br)cc2)c1N=O	100	90	93	105	78	96	96	72
O=c1c2sc3ccccc3c2nnn1-c1ccccc1	96	83	89	102	94	103	154	58
CC(=O)O[C@H]1CC[C@H]2[C@@H]3CCC4=C(CC(F)C(=O)C4)[C@H]3CC[C@]12C (some centres not stated)	91	84	98	109	109	93	109	81
C=C(c1ccc(OC)c(N)c1)c1cc(C)nc2ccccc12	-29*	27	24	23	17	6.5*	78	21
N#Cc1c(-c2ccccn2)[nH]c(=S)[nH]c1=O	109	99	108	92	110	112	94	85
O=S(=O)(NCCNc1nccc(-n2cnc3ccccc32)n1)c1ccc(F)cc1	103	82	88	102	89	90	98	73
C=CCSc1nnc(-c2sc3nc4ccccc4n3c2C)o1	94	99	98	88	107	101	127	70
N#Cc1ccc(C(=O)CSc2nc3c(c(Nc4cccc(S(N)(=O)=O)c4)n2)CCCC3)cc1	92	91	102	97	107	93	134	91
Cc1cc2c(-c3nc4ccccn4c3NC34CC5CC(CC(C5)C3)C4)c(O)c(O)cc2c(O)c1-c1c(C)cc2c(-c3nc4ccccn4c3NC34CC5CC(CC(C5)C3)C4)c(O)c(O)cc2c1O	9.0*	/	7.0*	-12*	21	16	7.6*	-2.3*
CCCCN1C(=O)/C(=C\C(=O)c2cc3ccccc3oc2=O)c2ccccc21	68	71	0.9*	75	70	56	58	32
Oc1c(Cl)cc(Cl)c2ccc(Cn3cc(-c4ccc(C(F)(F)F)cc4)nn3)nc12	100	21	37	95	79	77	97	68
O=C(CC(=O)c1ccccc1)CS(=O)(=O)c1ccccc1	63	/	103	96	86	98	96	69

Sorted by count of non-hydrogen atoms (ascending): 14 of the compounds above.
SMILES	NCI/ADR-RES	CAKI-1	ACHN	786-0	IGROV1	SN12C	TK-10	UO-31
CCCCCCCC(C)(O)CC (configuration not stated)	99	97	90	97	107	105	91	85
COc1cc(N)c2ncccc2c1	96	106	100	98	103	121	128	75
CCOc1ccc2ccccc2c1N	107	/	94	111	92	90	100	72
CN(C)c1nc(N)nc(Nc2ccc(Br)cc2)c1N=O	100	90	93	105	78	96	96	72
O=C(CC(=O)c1ccccc1)CS(=O)(=O)c1ccccc1	63	/	103	96	86	98	96	69
Nc1nc(-c2ccccc2Cl)nn1-c1nc2ccccc2s1	101	96	105	98	103	91	/	92
O=C(O)CCCCCN1C(=O)/C(=C/c2ccc(O)c(O)c2)SC1=S	104	102	109	105	106	98	/	90
Cc1ccc2oc(=O)cc(COc3ccc(OCc4ccccc4)cc3)c2c1	100	100	98	98	103	96	93	86
Oc1c(Cl)cc(Cl)c2ccc(Cn3cc(-c4ccc(C(F)(F)F)cc4)nn3)nc12	100	21	37	95	79	77	97	68
Cc1nc2cccc(NCc3ccc(C(=O)NO)cc3)c2c(=O)n1-c1ccccc1	19	28	30	55	20	63	16	17
COc1ccc(-c2nn(-c3cccc(Cl)c3)cc2-c2cc(-c3ccccc3)no2)cc1	81	50	85	90	74	84	100	59
CC(=O)N1N=C(c2ccc(Br)cc2)CC1c1c(C)nn(-c2ccccc2)c1N1CCOCC1 (configuration not stated)	89	/	108	86	95	94	/	76
COc1ccc(/C=C(/NC(=O)c2ccccc2)C(=O)Nc2ccc(S(N)(=O)=O)cc2)c(OC)c1	92	84	91	99	81	99	112	65
C=C(CN1CC=CCC1)[C@@H]1CC[C@]2(C(=O)O)CC[C@]3(C)[C@H](CC[C@@H]4[C@@]5(C)CC[C@H](O)C(C)(C)[C@@H]5CC[C@]43C)[C@@H]12	99	77	103	110	105	104	129	72

Next section
SMILES	NCI/ADR-RES	CAKI-1	ACHN	786-0	IGROV1	SN12C	TK-10	UO-31
CC1CCCN1C1=Nn2c(nnc2-c2cc(C(F)(F)F)cc(C(F)(F)F)c2)SC1 (configuration not stated)	75	95	81	/	101	83	79	72
O=C(Nc1ccc(C(F)(F)F)cc1)Nc1ncccc1OCc1ccc(F)cc1	90	82	99	84	89	100	88	61
O=C(c1ccccc1Cl)C(Nc1ccccc1)c1ccccc1Cl (configuration not stated)	93	/	/	104	78	105	122	73
CCN(CC)CCNc1cccc2c(SC)ccnc12	94	92	101	77	86	106	104	43
O=C(Nc1cccc(Cl)c1)c1ccccc1	110	104	104	98	149	100	109	105
O=C(O)/C=C\C(=O)Nc1ccc(O)cc1	95	/	111	96	113	113	93	86
CCCCCCC1OCCO1	107	113	109	95	114	109	102	92
COc1ccc(-n2cc(-c3ccc(OC)c(OC)c3)nc2SCc2cccc(C#N)c2)cc1	86	84	89	81	87	102	113	59
O=C(ONC(=O)[C@@H]1CCCC[C@H]1C(=O)NOC(=O)c1ccccc1)c1ccccc1	105&98	83	92&95	102&105	90&103	89&102	99&100	70&82
O=C(Nc1ccc(Br)cc1)C1=NCCCCN1	83	52	64	96	87	95	93	68
Cc1ccc2c(C3C(C#N)=C(N)Oc4cc5ccccc5cc43)cc(=O)oc2c1 (configuration not stated)	12	/	51	26	40	46	48	47
C/C(=C1/SC(=S)NC1=O)c1ccccc1	101	100	112	/	110	105	102	86
N/C(=N\c1nc2c(Br)cccc2s1)C(Br)Br	6.6*	-20*	-40*	-14*	-68*	18	/	4.3*
CCOC(=O)c1cn2c3c(cccc3c1=O)C(=O)/C(=C/c1ccc(F)cc1)C2	92	78	93	100	98	88	101	59
CC(=O)OC1=Cc2sc3[nH]c(=S)n(-c4ccccc4)c(=O)c3c2CC1	98	93	99	101	101	103	113	89
COc1c2c(c(OC)c3c1OCO3)S(=O)(=O)OC(C)C2 (configuration not stated)	104	98	110	104	102	98	98	81
COc1cc(/C=C/C(=O)c2sc(N)nc2C)ccc1OCC(=O)O	98	96	102	97	103	96	104	87
CC(=O)c1ccc(N2C(=O)c3cc(Cl)c(Cl)cc3C2=O)cc1	114	95	108	108	115	103	100	83
O=c1cc(O)c2sc(-c3cccc(C(F)(F)F)c3)cc2[nH]1	95	83	90	93	99	110	107	82
CC1(C)[C@@H](OC(=O)c2cccnc2)CC[C@]2(C)[C@H]3C(=O)C=C4[C@@H]5C[C@](C)(C(=O)N6CCOCC6)CC[C@]5(C)CC[C@@]4(C)[C@]3(C)CC[C@@H]12	94	100	104	90	102	82	116	75
CCOC(=O)N1CCN(C2=Nn3c(nnc3-c3cc(C(F)(F)F)cc(C(F)(F)F)c3)SC2)CC1	94	99	100	/	96	96	109	82
ClCCCOC1CCCCO1 (configuration not stated)	106	92	104	96	102	101	105	87
CC12CCC3C4(C)COC(c5ccc([N+](=O)[O-])cc5)OC4CCC3(C)C1CC(C1=CCOC1=O)O2 (configuration not stated)	88	80	91	107	99	88	110	60
C=C(C)[C@@H]1CC[C@]2(C(=O)N3CCN(C)CC3)CC[C@]3(C)[C@H](CC[C@@H]4[C@@]5(C)C/C(=C/c6ccc(C(F)(F)F)cc6)C(=O)C(C)(C)[C@@H]5CC[C@]43C)[C@@H]12	97	69	96	90	102	93	105	74
CC(=O)OCC1SC(OC(C)=O)C(NC(=O)/C=C/CCl)C(OC(C)=O)C1OC(C)=O (configuration not stated)	103	/	92	124	105	89	94	102
Fc1ccccc1/C=C/c1nn2c(-c3cccnc3)nnc2s1	98	102	112	87	104	94	/	84
Nc1c(C(=O)Nc2ccccc2)sc2ncc(Br)cc12	/	96	81	94	86	102	86	72
CCC1CCC(CC)C1O (configuration not stated)	109	95	101	102	/	95	105	97
COCOc1cc2c(=O)c(C)c(C(=O)N[C@@H](Cc3ccccc3)C(=O)C(=O)NCCc3ccc(OC)cc3)oc2cc1OC	106	93	106	91	107	99	101	89
CCCCCc1ccc(S(=O)(=O)Nc2cc(-c3csc(NC(=O)CN4CCN(C)CC4)n3)ccc2N2CCN(C)CC2)cc1	19	-20*	0.6*	-51*	7.2*	-22*	134	-94*
CSc1ncc2[nH]c(C(O)c3ccccc3)nc2n1 (configuration not stated)	101	74	91	109	/	95	99	/
C=C(C)[C@@H]1CC[C@]2(C(=O)NC(C)=O)CC[C@]3(C)[C@H](CC[C@@H]4[C@@]5(C)CCCNC(C)(C)[C@@H]5CC[C@]43C)[C@@H]12	29	72	-30*	59	20	22	11	50
CCN(CC)c1ccc2nc3c4ccccc4c(=NC(=O)c4ccccc4-c4c5ccc(N(CC)CC)cc5[o+]c5cc(N(CC)CC)ccc45)cc-3oc2c1	52	55	74	-28*	-67*	64	75	33
CCc1cccc2c1S/C(=C/c1ccc(F)cc1)C2=O	100	91	96	103	71	95	169	77
COc1ccc(CC(C)=C(c2ccc(OCCN(C)C)cc2)c2ccc(OCCN(C)C)cc2)cc1	86	84	98	68	75	75	100	61
CCCCC(O)(CC)CC	108	98	101	107	133	103	108	93
CCOC(=O)c1cn(CCN2CCOCC2)c2nc(NCc3ccc(OC)c(OC)c3)nn2c1=O	105	97	101	103	105	112	101	86
COc1ccc(C(=O)CCC(=O)O)cc1OC	104	95	125	103	/	95	103	92
CC(=O)c1cccc(NC(=O)c2ccc(-c3cccc(N)c3)o2)c1	91	91	100	105	106	98	113	84
C/C(=N\NC(=S)n1[nH]c(=O)c2ccccc2c1=O)c1ccc([N+](=O)[O-])cc1	103	91	102	102	111	94	100	86
